Growth percent in the NCI-60 one-dose screen (48 h, 10 µM unless noted): 100 = growth as untreated, 0 = no growth, -100 = all killed.
SK-OV-3 = SK-OV-3 ovarian cancer cells. actives 3.2% (n = 80,000). AID 1794785
TK-10 = TK-10 renal cancer cells; actives 3.9% (n = 81,000); AID 1794769
786-0 = 786-0 renal cancer cells. actives 5.1% (n = 81,000). AID 1794775
RXF 393 = RXF 393 renal cancer cells; actives 6.9% (n = 77,000); AID 1794773
SN12C = SN12C renal cancer cells | actives 3.8% (n = 81,000) | AID 1794767
ACHN = ACHN renal cancer. AID 1794771. actives 4.9% (n = 81,000)
UO-31 = UO-31 renal cancer; actives 5.2% (n = 81,000)
IGROV1 = IGROV1 ovarian cancer; actives 4.7% (n = 79,000); AID 1794786
* hit, by the source's call; x = not tested or not shown; & = joins results of further samples. How the source made its calls: active means growth percent below 10; inactive means the rest.

| mol | RXF 393 | IGROV1 | TK-10 | SN12C | 786-0 | SK-OV-3 | ACHN | UO-31 |
| --- | --- | --- | --- | --- | --- | --- | --- | --- |
| Cc1ccc(S(=O)(=O)Oc2cccc([N+](=O)[O-])c2)cc1 | 100&100 | 131&104 | 104&102 | 105&105 | 111&102 | 103&102 | 112&110 | 95&82 |
| Cc1ccc(C(C)C)cc1NC(=O)Nc1ccccc1Cl | 109 | 97 | 108 | 95 | 96 | 96 | 101 | 96 |
| C[C@]12CC[C@H](O)C[C@@H]1CC[C@@H]1[C@@H]2CC[C@]2(C)OCCC[C@@H]12 | 102 | 105 | 105 | 97 | 106 | 108 | 97 | 102 |
| COc1ccc(C(=O)CC(C(=O)O)c2ccc3c(c2)OCO3)cc1OC (centres undefined) | 115 | 111 | 111 | 103 | 113 | 103 | 103 | 90 |
| N#Cc1nccc2ccc(OCc3ccc(Br)cc3)cc12 | 92 | 87 | 106 | 96 | 99 | 113 | 93 | 81 |
| COC(=O)[C@H](Cc1ccccc1)NC(=O)C1(C)CCC[C@]2(C)[C@H]3C[C@H]4C(C(C)C)=C[C@]3(CC[C@@H]12)[C@@H]1C(=O)OC(=O)[C@@H]14 (some centres undefined) | 104 | 89 | 95 | 89 | 94 | x | 92 | 81 |
| COc1ccccc1/C=N/NC(=O)CSc1nc2ccccc2c(=O)n1CCc1ccc(S(N)(=O)=O)cc1 | 66 | 41 | 51 | 62 | 51 | 58 | 74 | 47 |
| CC1=NC=N/C1=C\c1sc(=S)[nH]c1O | 100 | 113 | 100 | 89 | 90 | 106 | 110 | 86 |
| CCOC(=O)CCNc1nc(N)nc(N(C)c2ccccc2)c1C=O | 115 | 101 | 111 | 98 | 95 | 108 | 107 | 81 |
| O=[N+]([O-])c1cccc(C2c3sc4ccc(Cl)cc4c3Nc3nnnn32)c1 (centres undefined) | 128 | 78 | 116 | 100 | 106 | 97 | 91 | 65 |
| NC(=O)NC(=O)NC(=O)c1ccccc1 | 106 | 81 | 111 | 106 | 89 | 98 | 96 | 72 |
| CN(C)c1ccc(C(c2ccc(O)cc2)c2ccc(N(C)C)cc2)cc1 | 112 | 106 | 117 | 92 | 105 | 104 | 103 | 81 |
| COc1cc(/C=N/NC(=O)c2cc(N)n(CC(O)c3ccccc3)n2)ccc1OC(F)F (centres undefined) | 106 | 105 | 126 | 112 | 107 | 106 | 105 | 81 |
| Cc1cn(CCC(=O)NO)c(=O)[nH]c1=O | 116 | 103 | 100 | 99 | 100 | 107 | 101 | 90 |
| N#Cc1cnc2ccc(-c3cnc4n[nH]nc4c3)cc2c1N1CCc2cc(F)c(Cl)cc21 | -22* | -8.8* | -11* | 15 | 17 | -0.2* | 14 | 2.2* |
| COc1cc(/C=C/C(=O)c2ccc(NC(=O)CSc3nnc(-c4cc(OC)c(OC)c(OC)c4)n3-c3ccccc3)cc2)cc(OC)c1OC | -55* | 7.6* | 45 | 41 | -52* | 38 | 18 | -50* |
| CO[C@H]1C[C@H](O[C@H]2[C@H](C)[C@@H](OC3O[C@H](C)C[C@H](N(C)C)[C@H]3O)[C@@H](C)C[C@]3(CO3)C(=O)[C@H](C)[C@@H](O)[C@@H](C)[C@@H](C)OC(=O)[C@@H]2C)O[C@@H](C)[C@@H]1O (some centres undefined) | 98 | 99 | 111 | 103 | 96 | 111 | x | 79 |
| Cc1ccc(Sc2sc(-c3ccccc3)nc2[P+](c2ccccc2)(c2ccccc2)c2ccccc2)cc1 | -21* | -0.6* | 15 | 6.0* | 6.1* | -23* | 6.5* | -39* |
| CCCCCCNC(=O)Oc1ccc(/C(=C(\C)c2ccc(Cl)cc2)c2ccc(OCCN3CCCCC3)cc2)cc1 | 24 | 55 | 90 | 56 | 24 | 56 | 76 | 33 |
| C=C(CNCCc1ccc(O)cc1)[C@@H]1CC[C@]2(COC3CCCCO3)CC[C@]3(C)[C@H](CC[C@@H]4[C@@]5(C)CCC(NCCO)C(C)(C)[C@@H]5CC[C@]43C)[C@@H]12 (some centres undefined) | -89* | -84* | -90* | -92* | -90* | -49* | -99* | -97* |
| Cc1ccc(O)c(O)c1 | 84 | 83 | 112 | 84 | 98 | 102 | 90 | 74 |
| NNS(=O)(=O)c1ccccc1 | 106 | x | 94 | 87 | 97 | 104 | 106 | 89 |
| CCOC(=O)c1nn(-c2ccc(Cl)cc2)c(=N/N=C(\C)c2c(O)c(OC)c3occc3c2OC)s1 | 108 | 119 | 104 | 103 | 103 | 108 | 109 | 75 |
| Fc1ccc(/C=N/n2c(-c3cc(Cl)cc(Cl)c3Cl)nn(CNc3ccc(Cl)nn3)c2=S)cc1 | 97 | 96 | 103 | 102 | 86 | 90 | 104 | 89 |
| C=CCn1c(-c2nc3ccc(C(=C(C#N)C#N)c4ccccc4)cc3[nH]2)cc2cc(Br)ccc21 | x | 65 | 94 | 69 | 59 | 64 | 56 | 52 |
| Cc1n[nH]c(=O)n(/N=C/c2cccs2)c1=O | 95 | 108 | 105 | 103 | 117 | 102 | 99 | 83 |
| NC(=O)c1c(Cl)cccc1Cl | 111 | 94 | 105 | 82 | 100 | 101 | 102 | 88 |
| O=c1[nH]c([C@@H]2CCCN2)nc2c1oc1ccc(Cl)cc12 | 72 | 81 | 52 | 81 | 84 | 24 | 71 | 58 |
| CC(C)C(C)(C)C(=O)C(C)(C)C(C)(C)C | 104 | 105 | 96 | 98 | 108 | 83 | 99 | 96 |
| Cc1ccc(-n2c(-c3csc(N)n3)n[nH]c2=S)cc1 | 125 | 107 | 108 | 107 | 96 | 93 | 110 | 75 |
| c1cc2cccc3c4cccc5cccc(c(c1)c23)c54 | 106 | 125 | 102 | 99 | x | 94 | 102 | x |
| CCCCCC1(C(OC)OC)NC(=O)NC1=O (centres undefined) | x | 117 | 93 | 102 | 98 | 78 | 103 | 95 |
| Clc1ccc(-c2nn(-c3ccccc3)c3nccc(-c4cccs4)c23)cc1 | 120 | 108 | 102 | 110 | 101 | 114 | 103 | 97 |
| COc1cccc(-c2nc3occn3c2-c2ccnc(NCCCNS(=O)(=O)c3cccc4ccccc34)n2)c1 | 93 | 58 | 93 | 76 | 86 | 74 | 86 | 63 |
| Nc1c(C(=O)Nc2ccc(Br)cc2)sc2nc3c(cc12)C(=O)CCC3 | 95 | 103 | 85 | 96 | 93 | 107 | 113 | 91 |
| Cc1ccc(-c2c(-c3nc4ccccc4s3)c(N)nc3c(N=Nc4ccccc4)c(N)nn23)cc1 | 87 | 87 | 118 | 89 | 108 | 105 | 98 | 93 |
| Cc1ccc(C(=O)O)c([N+](=O)[O-])c1OCc1ccccc1 | 110 | 109 | 102 | 88 | 101 | 105 | 110 | 89 |
| CCN1C(=S)N(CC)C2C1NN=c1s/c(=C3\C(=O)N(C(C)C)c4ccccc43)c(=O)n12 (centres undefined) | 103 | 105 | 81 | 65 | 67 | 86 | 79 | 85 |
| Cc1ccccc1CCO | 104 | 95 | 82 | 107 | 100 | 98 | 98 | 89 |
| COc1ccc(-n2ncc3c2CCc2cccnc2-3)cc1 | 97 | 114 | 102 | 105 | 97 | 106 | 96 | 82 |
| CC(=O)N(Cn1c(=O)[nH]c2ccccc2c1=O)c1nc2ccccc2c(=O)o1 | 38 | 97 | 108 | 104 | 105 | 91 | 92 | 60 |
| Cc1ccc2oc(=O)cc(-c3nnc(N)s3)c2c1 | 100 | 96 | 111 | 99 | 101 | 100 | 100 | 84 |
| CC(C)C(C(=O)Nc1ccc(O)cc1)N1C(=O)/C(=C/c2ccc(Br)cc2)SC1=S (centres undefined) | 111 | 93 | 111 | 94 | x | 124 | 103 | 83 |
| Nc1nc(SN=Nc2ccc(S(N)(=O)=O)cc2)c2[nH]cnc2n1 | -6.3* | 40 | -9.9* | 24 | 16 | 7.1* | 16 | 22 |
| COc1ccc(-c2nc3cc(C(=O)NCc4ccccc4)ccc3n2C2CCCCC2)cc1 | 90 | 105 | 91 | 95 | 71 | 102 | 74 | 62 |
| Cc1c2ccncc2c(C)c2c1c1cc(CO)ccc1n2C | 12 | -8.2* | -21* | 6.6* | 2.0* | -2.7* | 0.8* | 3.8* |
| CC[N+](CC)(CCOCCOCC[N+](CC)(CC)Cc1ccc([N+](=O)[O-])cc1)Cc1ccc([N+](=O)[O-])cc1 | 110 | 125 | 95 | 94 | 109 | 112 | 102 | 68 |
| CC(=O)OC1CCC2(C)C3=CCC4(C)C(C(C)=O)=CCC4C3CCC2C1 (centres undefined) | 114 | 117 | 110 | 104 | 97 | 104 | 94 | 104 |
| Cc1ccccc1NC(=O)C(C)C | 109 | 112 | 106 | 107 | 103 | 92 | 112 | 98 |
| O=C(c1ccccc1O)N1CCCCC1 | 115 | 109 | 104 | 98 | 95 | 88 | 99 | 91 |
| OCc1ncc(-c2ccc(C(F)(F)F)cc2)c(NC2CCCCCC2)n1 | 82 | 111 | 112 | 103 | 106 | 102 | 99 | 90 |
| COC(=O)C1(C(=O)OC)C2CC(C)=C(C)CC21 (centres undefined) | 99 | 102 | 111 | 97 | 105 | 108 | 96 | 95 |
| O=C(NNC(=O)c1ccc2ccccc2c1)c1ccc(Cl)cc1 | 114 | 115 | 108 | 106 | 98 | 92 | 106 | 95 |
| COc1ccc(S(=O)(=O)N2C(=O)N[C@H](OC)[C@H]2OC)cc1 | 110 | 121 | 115 | 108 | 101 | 105 | 108 | 99 |
| Cc1nn(-c2ccc(Cl)cc2)c2ncnc(N/N=C/c3cccc(F)c3)c12 | 70 | 66 | 124 | 75 | 90 | 99 | 92 | 63 |
| COC(=O)c1ccc(-c2ccccc2)cc1 | 104 | 106 | 108 | 100 | 103 | 108 | 110 | 92 |
| c1coc(-c2nc3ccccc3s2)c1 | 120 | 104 | 94 | 101 | 103 | 113 | 97 | 72 |
| COC(=O)Cc1cc(O)cc2oc(-c3ccc(O)c(OC)c3)cc(=O)c12 | 111 | 104 | 88 | 96 | 98 | 111 | 103 | 91 |
| Nc1cc(N)c2nc(-c3ccccc3)c(NCCc3ccc(Cl)c(Cl)c3)nc2c1 | -94* | -78* | -92* | -97* | -98* | -81* | -100* | -93* |
| CC(C)C(=O)NC1CCCCC1 | 106 | 105 | 101 | 109 | 102 | 109 | 110 | 91 |

Full records, looked up by structure. Order of values: RXF 393	IGROV1	TK-10	SN12C	786-0	SK-OV-3	ACHN	UO-31
COc1ccc(-c2nc3cc(C(=O)NCc4ccccc4)ccc3n2C2CCCCC2)cc1 is entered as 90	105	91	95	71	102	74	62
CN(C)c1ccc(C(c2ccc(O)cc2)c2ccc(N(C)C)cc2)cc1 is entered as 112	106	117	92	105	104	103	81
Cc1cn(CCC(=O)NO)c(=O)[nH]c1=O is entered as 116	103	100	99	100	107	101	90
CC(C)C(=O)NC1CCCCC1 is entered as 106	105	101	109	102	109	110	91
COc1cc(/C=N/NC(=O)c2cc(N)n(CC(O)c3ccccc3)n2)ccc1OC(F)F (centres undefined) is entered as 106	105	126	112	107	106	105	81

Following part
| mol | RXF 393 | IGROV1 | TK-10 | SN12C | 786-0 | SK-OV-3 | ACHN | UO-31 |
| --- | --- | --- | --- | --- | --- | --- | --- | --- |
| COc1ccc2[nH]cc(C(c3c[nH]c4ccc(OC)cc34)C3CCN(S(=O)(=O)c4ccc(F)cc4)CC3)c2c1 | 81 | 63 | 96 | 81 | 72 | 79 | 64 | 60 |
| CCOC(=O)CCCNC(=O)c1sc2c(c1C)c(=O)nc1c(C#N)n[nH]n12 | 112 | 91 | 105 | 109 | 91 | 119 | 102 | 95 |
| Nc1nc(SCc2ccccc2)c2ncn(C3CCCCC3)c2n1 | 99 | 103 | 93 | 88 | 78 | 103 | 90 | 77 |
| CC1=CSC2=NCCN12 | 121 | 108 | 98 | 99 | 104 | 110 | 110 | 78 |
| CC/C(=N/O)c1ccccc1 | 111 | 100 | 120 | 109 | 101 | 98 | 111 | 87 |
| O=C1OC(=O)c2ccc(-c3ccc4ncn(C5CCCCC5)c4c3)c3cccc1c23 | 115 | 88 | 113 | 103 | 101 | 105 | 98 | 75 |
| NC[C@@H]1O[C@H](O[C@@H]2[C@@H](CO)OC(O[C@@H]3[C@@H](O)[C@H](N)C[C@H](N)[C@H]3OC3O[C@H](CN)[C@@H](O)[C@H](O)[C@H]3N)[C@@H]2O)[C@H](N)[C@@H](O)[C@@H]1O (some centres undefined) | 114 | 110 | 120 | 117 | 101 | 119 | 105 | 109 |
| CNC(=O)c1cc(-n2ccc3cc(NC(=O)c4ccc(N5CCOCC5)c(C(F)(F)F)c4)ccc32)ccn1 | -2.7* | 78 | 87 | 64 | 48 | 91 | 62 | 50 |
| O=C(COc1ccc(/C=C2/C(=O)Nc3ccc(Cl)cc32)cc1)Nc1cccc(Cl)c1 | 101 | 89 | x | 94 | 105 | 109 | 98 | 77 |
| C=C1CC[C@H](C(C)C)[C@@H]2[C@H]1[C@H]1CC(=C)[C@@H](O)CC[C@@](C)(O)[C@@H]2O1 | 108 | 107 | 103 | 109 | 83 | 109 | 96 | 83 |
| C=C1CC[C@@H]2[C@]3(C)COC(c4cccs4)O[C@@H]3CC[C@@]2(C)[C@@H]1CC(O)C1=CCOC1=O (some centres undefined) | 127 | 102 | 111 | 95 | 113 | 110 | 107 | 94 |
| COc1ccc(/C=c2\c(=O)n(-c3ccccc3)c3nn4c(n23)=NNC(c2ccccc2)=C4c2ccccc2)cc1 | 96 | 89 | 171 | 107 | 105 | 106 | 99 | 68 |

Retrieved by structure from above:
| mol | RXF 393 | IGROV1 | TK-10 | SN12C | 786-0 | SK-OV-3 | ACHN | UO-31 |
| --- | --- | --- | --- | --- | --- | --- | --- | --- |
| Nc1nc(SCc2ccccc2)c2ncn(C3CCCCC3)c2n1 | 99 | 103 | 93 | 88 | 78 | 103 | 90 | 77 |
| CC/C(=N/O)c1ccccc1 | 111 | 100 | 120 | 109 | 101 | 98 | 111 | 87 |

Bioassay records: PubChem, NCI
